IL-2 act = qHTS of IL-2 Activators; activation, % (series mostly up to about 46 µM); IL-2 activation reporter assay, cell-based qHTS; stimulated with anti-CD3/CD4/CD28 beads; in transgenic mouse T cells; 360,000 tested, 0.065% active; in the data active = activation above about 50%; inconclusive = mostly about 30% to 49%; note: 0% is about no effect
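Screening format: compound pinned onto unstimulated transgenic mouse T cells, 60 min incubation, then anti-CD3/anti-CD4/anti-CD28 bead stimulation for 18 hours at 37 degrees C, followed by EGFP and DsRed detection.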
HepG2 tox = qHTS for Inhibitors of TGF-b: Cytotox Counterscreen | HepG2 CAGA-GFP viability, ATP luminescence, 18 h | 410,000 tested, 0.76% active | Potency, µM (top dose mostly 46.1 µM), without a hit: top-dose activity change, negative = cytotoxicity, hits mostly cytotoxic; note: potency is the fitted concentration of half-maximal effect; some results filed as inactive show a strong effect at the top dose
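CellTiter-Glo luminescence gave cytotoxicity after 18 hours at 37 degrees C. The cells were HepG2 CAGA-GFP in 1% FBS DMEM, stimulated with 500 pg/mL TGF-beta after compound addition. %Activity was normalised to no-cell wells (complete cell-killing) and DMSO (no toxicity), and curves were fitted and classified.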
TGFb SMAD3 inh = qHTS for Inhibitors of TGF-b; 410,000 tested, 1.2% active; Potency, µM (top dose mostly 46.1 µM), for inactives: at the top dose activity, negative = inhibition, usual class: inhibitors; AID 588855, 2011; HepG2 CAGA-GFP TGF-b/SMAD3 reporter, GFP fluorescence, 18 h; TGF-beta stimulated, 500 pg/mL final; note: potency is the fitted concentration of half-maximal effect; % is set by controls: 0 for no effect and ±100 for the full control effect; nearly all actives have a fitted effect of over 65% in size
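First, reporter cells (HEPG2 CAGA-GFP) rested 2 h at 37 degrees C. Next, compounds were pinned in and TGF-beta added to 500 pg/mL final. After 18 h, GFP was imaged per cell and summed per well.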
Nrf2 ARE act = qHTS of Nrf2 Activators; AREc32 ARE-luciferase reporter (MCF7-derived line), luminescence, 24 h; Potency, µM (titrated, usually from 46.1 µM), for inactives: at the highest dose activation, usual class: activators; AID 624171, 2012; 410,000 tested, 0.31% active; note: potency is the fitted concentration of half-maximal effect; % of control where 0% means no effect; nearly all actives have a fitted effect of over 65% in size
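Luminescent ARE reporter assay in AREc32_Fluc cells: overnight plating at 37 deg C, 24 hr compound incubation, Steady-Glo added, 30 min RT before reading.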
A549 tox = Nrf2 qHTS screen for inhibitors: counterscreen for cytotoxicity | A549 ARE-Fluc cells, CellTiter-Fluor viability, 18-24 h | Potency, µM (top dose mostly 46 µM), for the others: top-dose activity change, negative = cytotoxicity, most hits filed as inhibitors | 390,000 tested, 0.16% active | AID 504648, 2011; note: potency is the fitted concentration of half-maximal effect; % is set by controls: 0 for no effect and ±100 for the full control effect
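A549 ARE_Fluc cells in 5% FBS OPTI-MEM were exposed to compounds in concentration-response for 18-24 h at 37 deg C. Viability was read by CellTiter-Fluor fluorescence (Ex 405/Em 525) after 30 min, before the luciferase read.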
Nrf2 inh = Nrf2 qHTS screen for inhibitors; A549 ARE-Fluc reporter, luciferase luminescence, 18-24 h; Potency, µM (doses to about 46 µM), without a hit: top-dose activity change, negative = inhibition, most hits filed as inhibitors; 360,000 tested, 2.1% active; note: potency is the fitted concentration of half-maximal effect; % is set by controls: 0 for no effect and ±100 for the full control effect; nearly all actives have a fitted effect of over 60% in size
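Reporter: ARE-Fluc in A549. Exposure: 18-24 h, 37 °C, 5% CO2, 5% FBS OPTI-MEM. Readouts: fluorescent cytotoxicity (CellTiter-Fluor), then luminescent Nrf2 signal after BugLite.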
S2 tox = Viability Counterscreen for Primary qHTS for Inhibitors of ATXN expression; 400,000 tested, 0.49% active; AID 651635, 2014; S2 cells (HEK-293 line with an ATXN2-luciferase reporter) viability, CellTiter-Fluor protease fluorescence, 24 h; Potency, µM (top dose mostly 56.7 µM), most hits filed as cytotoxic; note: potency is the fitted concentration of half-maximal effect; nearly all actives have a fitted effect of over 40% in size
ATXN2 expr inh = Primary qHTS for Inhibitors of ATXN expression. HEK-293 ATXN2-luciferase reporter, luminescence, 24 h. Potency, µM (top dose mostly 57 µM), without a hit: at the top dose activity change, negative = inhibition, most hits filed as inhibitors. 360,000 tested, 0.72% active; note: potency is the fitted concentration of half-maximal effect; % is set by controls: 0 for no effect and ±100 for the full control effect; nearly all actives have a fitted effect of over 55% in size
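qHTS (up to 57 uM final) was run with 24 h compound exposure of reporter cells at 37 °C. Each well was multiplexed: SteadyGlo luminescence measured ATXN2-luciferase expression after a fluorogenic Gly-Phe-AFC viability readout (25 uM final).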
EPAC2 ag = qHTS for Agonist of cAMP-regulated guanine nucleotide exchange factor 4 (EPAC2): primary screen | Rap guanine nucleotide exchange factor 4 (Homo sapiens), Q8WZA2 | EPAC2 activation, biochemical qHTS; response scale: 100% = 6.5 mM cAMP response | Potency, µM (titrated, usually from 154 µM), for the others: top-dose activation, hits mostly activators | 360,000 tested, 0.079% active | AID 720711, 2013; note: potency is the fitted concentration of half-maximal effect; nearly all actives have a fitted effect of over 50% in size
Target sequence (Q8WZA2 whole entry, looked up): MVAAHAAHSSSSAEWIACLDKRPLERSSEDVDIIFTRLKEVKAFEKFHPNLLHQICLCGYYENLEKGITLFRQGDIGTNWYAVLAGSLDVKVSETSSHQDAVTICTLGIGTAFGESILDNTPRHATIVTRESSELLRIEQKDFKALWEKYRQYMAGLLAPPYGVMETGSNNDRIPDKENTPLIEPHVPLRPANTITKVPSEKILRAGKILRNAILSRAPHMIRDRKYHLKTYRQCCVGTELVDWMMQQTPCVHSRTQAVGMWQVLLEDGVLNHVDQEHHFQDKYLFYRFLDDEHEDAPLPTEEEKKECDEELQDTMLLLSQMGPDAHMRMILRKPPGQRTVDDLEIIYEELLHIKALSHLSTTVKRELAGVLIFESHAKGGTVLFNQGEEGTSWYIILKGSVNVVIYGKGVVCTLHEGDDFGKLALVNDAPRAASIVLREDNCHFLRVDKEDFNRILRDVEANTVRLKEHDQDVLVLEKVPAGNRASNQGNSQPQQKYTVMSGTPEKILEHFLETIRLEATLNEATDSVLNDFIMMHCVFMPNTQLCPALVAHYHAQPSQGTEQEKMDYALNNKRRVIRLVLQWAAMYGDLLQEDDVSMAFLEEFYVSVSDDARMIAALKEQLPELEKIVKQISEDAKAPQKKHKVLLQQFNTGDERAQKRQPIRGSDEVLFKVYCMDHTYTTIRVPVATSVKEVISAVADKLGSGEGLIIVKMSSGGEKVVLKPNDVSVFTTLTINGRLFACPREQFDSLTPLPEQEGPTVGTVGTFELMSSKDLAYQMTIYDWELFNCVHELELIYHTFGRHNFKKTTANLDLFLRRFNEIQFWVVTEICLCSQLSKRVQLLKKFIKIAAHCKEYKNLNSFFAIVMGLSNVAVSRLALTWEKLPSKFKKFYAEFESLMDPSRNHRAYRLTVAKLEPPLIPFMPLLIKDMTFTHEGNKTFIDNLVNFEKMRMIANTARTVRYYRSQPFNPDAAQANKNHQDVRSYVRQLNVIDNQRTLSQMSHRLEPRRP
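Setup: EPAC2 100 nM, labeled Rap1B complex 250 nM, free GDP 50 uM. Compound titrations pinned in, brief spin, 5 min room temperature incubation. Kinetic fluorescence read over 30 min, normalized to 6.5 mM cAMP.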
* = called active by the depositor; & = joins results of further samples; [ ] = dose if it differs, or a comment. Unless noted, calls come from the whole dose curve; as a rule, active = well fitted curve in the direction sought with a large enough effect; inconclusive = small, poorly fitted or top-dose-only effect, or another doubt; inactive = no such curve, though single readings can be large; an effect the other way counts as inactive or inconclusive.

`Clc1ccc(CSc2ncnc3c2ncn3C2CCCCO2)cc1` (centres undefined) gave IL-2 act -0.9, HepG2 tox -3%, TGFb SMAD3 inh -1%, Nrf2 ARE act 8.1%, A549 tox -7%, Nrf2 inh inconclusive, S2 tox inactive, ATXN2 expr inh 5% and EPAC2 ag 8%.
Screening C=CCN1CC(O)=C(c2nc3ccccc3[nH]2)C1=N returned IL-2 act -0.6, HepG2 tox 4%, TGFb SMAD3 inh -1%, Nrf2 ARE act 5.0%, A549 tox 2%, Nrf2 inh inconclusive, S2 tox inactive, ATXN2 expr inh 33% and EPAC2 ag -4%.
COc1ccccc1CN1C(=NC(=O)C2CCCCC2)SC2CS(=O)(=O)CC21 (centres undefined) was read as IL-2 act -3.1, HepG2 tox -3%, TGFb SMAD3 inh 1%, Nrf2 ARE act -0.9%, A549 tox 3%, Nrf2 inh 13%, S2 tox inactive, ATXN2 expr inh 1% and EPAC2 ag 4%.
Screening Cc1c(C)n2c(SCC(=O)N3CCOCC3)nnc2[nH]c1=O returned IL-2 act 0.9, HepG2 tox 6%, TGFb SMAD3 inh -4%, Nrf2 ARE act 0.4%, A549 tox 5%, Nrf2 inh inconclusive, S2 tox inactive, ATXN2 expr inh 11% and EPAC2 ag 10%.
CCNc1ccc(P(=O)(c2ccccc2)c2ccccc2)cc1 was read as IL-2 act 0.6, HepG2 tox -25%, TGFb SMAD3 inh -24%, Nrf2 ARE act 0.4%, A549 tox -3%, Nrf2 inh 4%, S2 tox inactive, ATXN2 expr inh -14% and EPAC2 ag 4%.
Screening COc1cccc(C(=O)N2CCOCC2)c1OC returned IL-2 act -1.7, HepG2 tox -20%, TGFb SMAD3 inh 4%, Nrf2 ARE act -0.2%, A549 tox -14%, Nrf2 inh -8%, S2 tox inactive, ATXN2 expr inh -18% and EPAC2 ag 10%.
COc1ccccc1N(CC(=O)NCCSCc1ccccc1Cl)S(C)(=O)=O was read as IL-2 act -2.1, HepG2 tox 1%&-26%, TGFb SMAD3 inh 0%&0%, Nrf2 ARE act 0.4%&0.2%, A549 tox -6%&-3%, Nrf2 inh inconclusive, S2 tox inactive, ATXN2 expr inh -6%&-17% and EPAC2 ag -3%.
`Cc1cc(C)c(NC(=S)N(C)C)c(C)c1` gave IL-2 act -0.6, HepG2 tox -3%, TGFb SMAD3 inh 0%, Nrf2 ARE act -0.2%, A549 tox 2%, Nrf2 inh 15%, S2 tox inactive and EPAC2 ag 4%.
CCOCCCNC(=O)C(c1ccc(C)cc1)N(Cc1cccs1)C(=O)CNC(C)=O (centres undefined) was read as IL-2 act -0.5, HepG2 tox 2%, TGFb SMAD3 inh 70%[activator], Nrf2 ARE act 1.5%, A549 tox 0%, Nrf2 inh 3%, S2 tox inactive, ATXN2 expr inh 10% and EPAC2 ag 4%.
For CC(C)N=C(NS(=O)(=O)c1cccs1)c1ccccc1 the results were IL-2 act -3.2, HepG2 tox 4%, TGFb SMAD3 inh 6%, Nrf2 ARE act 0.1%, A549 tox -5%, Nrf2 inh 2%, S2 tox inactive, ATXN2 expr inh 2% and EPAC2 ag 6%.
COc1ccc(CNC(=O)[C@H](C)N2C(=O)N3CCc4c([nH]c5ccc(OC)cc45)[C@@]3(C)C2=O)cc1 was read as IL-2 act -0.6, HepG2 tox -27%, TGFb SMAD3 inh -26%, Nrf2 ARE act 0.5%, A549 tox -1%, Nrf2 inh -8%, S2 tox inactive, ATXN2 expr inh -10% and EPAC2 ag -3%.
For CCOCCCNC(=O)C1c2ccccc2C(=O)N2CCc3ccccc3C12 (centres undefined) the results were IL-2 act 1.3, HepG2 tox -1%, TGFb SMAD3 inh 4%, Nrf2 ARE act 2.6%, A549 tox -2%, Nrf2 inh 0%, S2 tox inactive, ATXN2 expr inh -2% and EPAC2 ag 7%.
CCc1ccc(Sc2cc(C(=O)NCCCOC(C)C)c3ccccc3n2)cc1 was read as HepG2 tox -32%, TGFb SMAD3 inh inconclusive, Nrf2 ARE act 0.4%, A549 tox -2%, S2 tox inactive and ATXN2 expr inh -20%.
For CCSc1nnc(NC(=O)C(CC)(C(F)(F)F)C(F)(F)F)s1 the results were IL-2 act 4.0, HepG2 tox -29%, TGFb SMAD3 inh inconclusive, Nrf2 ARE act 3.0%, A549 tox inconclusive, Nrf2 inh 15µM*, S2 tox inactive, ATXN2 expr inh -28% and EPAC2 ag -3%.
For CC(OC(=O)c1cccc(S(=O)(=O)N2CCN(C)CC2)c1)C(=O)Nc1ccc(C(N)=O)cc1 (centres undefined) the results were IL-2 act -0.6, HepG2 tox 0%, TGFb SMAD3 inh -3%, Nrf2 ARE act -0.6%, A549 tox 6%, Nrf2 inh 7%, S2 tox inactive, ATXN2 expr inh 25% and EPAC2 ag 9%.

A draw from above in order of formula weight, falling:
COc1ccc(CNC(=O)[C@H](C)N2C(=O)N3CCc4c([nH]c5ccc(OC)cc45)[C@@]3(C)C2=O)cc1 was read as IL-2 act -0.6, HepG2 tox -27%, TGFb SMAD3 inh -26%, Nrf2 ARE act 0.5%, A549 tox -1%, Nrf2 inh -8%, S2 tox inactive, ATXN2 expr inh -10% and EPAC2 ag -3%.
CCc1ccc(Sc2cc(C(=O)NCCCOC(C)C)c3ccccc3n2)cc1 was read as HepG2 tox -32%, TGFb SMAD3 inh inconclusive, Nrf2 ARE act 0.4%, A549 tox -2%, S2 tox inactive and ATXN2 expr inh -20%.
`Clc1ccc(CSc2ncnc3c2ncn3C2CCCCO2)cc1` (centres undefined) gave IL-2 act -0.9, HepG2 tox -3%, TGFb SMAD3 inh -1%, Nrf2 ARE act 8.1%, A549 tox -7%, Nrf2 inh inconclusive, S2 tox inactive, ATXN2 expr inh 5% and EPAC2 ag 8%.

New compounds follow.
Screening O=C(CN1C(=O)NC2(CCCCC2)C1=O)N(Cc1ccco1)Cc1cccs1 returned IL-2 act -3.0, HepG2 tox -4%, TGFb SMAD3 inh 15%, Nrf2 ARE act 0.6%, A549 tox 1%, Nrf2 inh -3%, S2 tox inactive, ATXN2 expr inh 2% and EPAC2 ag 2%.
CCOc1c(OC)cccc1C1CC(=O)Nc2cc3c(cc21)OCCO3 (centres undefined) was read as IL-2 act -3.2, HepG2 tox -1%, TGFb SMAD3 inh -26%, Nrf2 ARE act -1.4%, A549 tox -1%, Nrf2 inh 7%, S2 tox inactive, ATXN2 expr inh -10% and EPAC2 ag 1%.
COc1ccc2nc(NC(=O)CN3C(=O)NC4(CCCC4)C3=O)sc2c1 was read as IL-2 act -3.5, HepG2 tox -27%, TGFb SMAD3 inh -21%, Nrf2 ARE act 0.1%, A549 tox -10%, Nrf2 inh 9%, S2 tox inconclusive, ATXN2 expr inh 23% and EPAC2 ag -2%.
For COc1ccc(C(=O)OCC(=O)Nc2cccc(S(=O)(=O)N3CCCCCC3)c2)cc1[N+](=O)[O-] the results were IL-2 act -7.1, HepG2 tox 9%, TGFb SMAD3 inh 18%, Nrf2 ARE act 2.0%, A549 tox 0%, Nrf2 inh -7%, S2 tox inactive, ATXN2 expr inh -20% and EPAC2 ag 14%.
Screening O=C1CCCN1CN(C(=O)c1ccc2c(c1)OCO2)c1ccc(F)cc1 returned IL-2 act 0.1, HepG2 tox 1%, TGFb SMAD3 inh -7%, Nrf2 ARE act -0.1%, A549 tox -6%, Nrf2 inh -2%, S2 tox inactive, ATXN2 expr inh -3% and EPAC2 ag 2%.
For COc1ccc(CN(Cc2ccncc2)C(=O)CCC(=O)O)cc1 the results were IL-2 act 0.1, HepG2 tox -5%, TGFb SMAD3 inh 20%, Nrf2 ARE act 0.5%, A549 tox -4%, Nrf2 inh 3%, S2 tox inactive, ATXN2 expr inh -5% and EPAC2 ag 11%.
CC1=NN(c2ccccc2)C(=O)/C1=C\c1cn(CCC#N)nc1-c1ccc(Cl)cc1 was read as IL-2 act -1.1, HepG2 tox -61%, TGFb SMAD3 inh inconclusive, Nrf2 ARE act 3.6%, A549 tox 0%, Nrf2 inh 5%, S2 tox inactive, ATXN2 expr inh -25% and EPAC2 ag 9%.
Screening COc1ccc(NN=Nc2ccc([N+](=O)[O-])cc2)cc1 returned IL-2 act -1.1, HepG2 tox -1%, TGFb SMAD3 inh 28%, Nrf2 ARE act 3.5%, A549 tox -17%, Nrf2 inh inconclusive, S2 tox inconclusive, ATXN2 expr inh 23% and EPAC2 ag 15%.
`Cc1cc(-c2ccccc2)nc(Cl)c1C#N` gave IL-2 act 7.8, HepG2 tox 0%, TGFb SMAD3 inh 1%, Nrf2 ARE act 23%, A549 tox 6%, Nrf2 inh 4%, S2 tox inactive, ATXN2 expr inh -3% and EPAC2 ag -5%.
Screening CC1(C)NC(=O)N(CCSc2ccc(Cl)cc2)C1=O returned IL-2 act 0.0, HepG2 tox -17%, TGFb SMAD3 inh 0%, Nrf2 ARE act -0.6%, A549 tox 0%, Nrf2 inh -18% and EPAC2 ag -3%.
For COc1ccc(-c2ccc(N3C(c4cc(OC)cc(OC)c4)=Cc4ccc(OC)cc4C3CC(C)=O)cc2)cc1 (centres undefined) the results were IL-2 act 0.0, Nrf2 ARE act 2.7%, S2 tox inconclusive, ATXN2 expr inh -23% and EPAC2 ag -1%.

Screens as filed in PubChem BioAssay.
